FN deposition inh: fibronectin deposition inhibition; inhibition, % at 12.6 µM; AH1F fibroblasts, Alexa488-fibronectin deposition fluorescence, overnight; 0.086% of 350,000 active;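 active = mean inhibition across replicates of 30% or more, regardless of how many single replicates reach that level; inconclusive = mean under 30% yet at least half of replicates reach 30%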;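 also: positive control wells lacked labelled fibronectin entirely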
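Material: AH1F fibroblast monolayer depositing Alexa488-labelled fibronectin into matrix / Amount: 10000 AH1F cells per well / Signal: fluorescence 485/525 nm / Medium: DMEM, 2% serum / Compound: single dose, pinned / Incubation: 1 h cell adhesion before compound, then overnight fibronectin incubation / Reagent: Alexa488-FN, 24 nM final / Read-out: inhibition of fibronectin deposition signal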
RAD52 inh: blocks human RAD52 DNA annealing | inhibition, % at 18.7 µM | recombinant RAD52 DNA annealing, FRET fluorescence | P43351 | 0.46% of 360,000 active;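 active = every replicate showing at least 50% inhibition; inconclusive = mean inhibition at least 50% but not in every replicate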
S100A4 inh HTS: blocks human S100A4 binding to myosin IIA peptide | inhibition, % at 10.7 µM | P26447 | 0.14% of 360,000 active | S100A4/TAMRA-MyoIIA peptide fluorescence polarization;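 active = mean inhibition of at least 70% across replicates, with every replicate also reaching that level; inconclusive = mean inhibition reaches 70% but some replicates fall short; inactive = mean inhibition below 70%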
Target sequence (P26447 whole entry, looked up): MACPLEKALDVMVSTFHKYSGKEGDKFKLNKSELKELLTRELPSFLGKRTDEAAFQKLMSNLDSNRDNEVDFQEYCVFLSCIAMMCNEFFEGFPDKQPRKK
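Material: S100A4 monomer (human). Medium: Calcium-containing HEPES buffer, pH 7.2. Probe or stimulus: labelled myosin peptide probe, 5 nM. Compound dosing: one concentration per compound. Timing: polarization read 5 min after assay mix addition, stable 5–60 min. Benchmarks: DMSO as neutral control, TFP as positive control.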
Xi reactivation: X-chromosome reactivation activator. XiGFP mouse fibroblasts, % GFP-positive cells imaging, 3 d; cells co-treated with 5-aza-dC sensitizer; scaled so ellipticine positive control = 100%. activation, % at 7.58 µM. 0.055% of 360,000 active;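 active = mean normalized replicate activation at least 10% and every replicate at or above 10%; inconclusive = only one of the two criteria met; inactive = mean below 10% and not all replicates reach 10%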;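 also: 0% = median of on-plate neutral control wells and 100% = ellipticine 6 µM median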
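Material: XiGFP fibroblasts, SV40-immortalized. Buffer or medium: DMEM plus 5-aza-dC sensitizer. Compound: single concentration per compound, delivered by pin transfer. Times: 3 days compound exposure. Controls: ellipticine 6 µM.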
esBAF inh: blocks esBAF chromatin remodeling in mouse ES cells; reporter increase, % at 12.5 µM; Bmi1-luciferase knock-in reporter, 24 h; 100% = twice the neutral-well signal; 2% of 350,000 active; in the data active = activation above about 40%; inconclusive = no clear call, values can overlap the other calls;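 also: 0% = median of the plate's neutral control wells and 100% = double that signal; a rise in the Bmi1 reporter signal indicates esBAF inhibition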
RAD54 branch: blocks human RAD54 Holliday junction branch migration | AID 602329 | FAM/BHQ fluorescence | inhibition, % at 10.4 µM | 0.14% of 360,000 active | Q92698;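 active = mean normalized replicate activity at least 40 and at least half of replicates scoring 40 or more; inconclusive = only one of the two criteria met; inactive = mean below 40 and under half of replicates reaching 40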;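 also: 0% = median of neutral control wells and 100% = median of positive control wells; inhibitors cause a drop in the FAM fluorescence signal; in these data hits start at about 50%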
Target sequence (Q92698 whole entry, looked up): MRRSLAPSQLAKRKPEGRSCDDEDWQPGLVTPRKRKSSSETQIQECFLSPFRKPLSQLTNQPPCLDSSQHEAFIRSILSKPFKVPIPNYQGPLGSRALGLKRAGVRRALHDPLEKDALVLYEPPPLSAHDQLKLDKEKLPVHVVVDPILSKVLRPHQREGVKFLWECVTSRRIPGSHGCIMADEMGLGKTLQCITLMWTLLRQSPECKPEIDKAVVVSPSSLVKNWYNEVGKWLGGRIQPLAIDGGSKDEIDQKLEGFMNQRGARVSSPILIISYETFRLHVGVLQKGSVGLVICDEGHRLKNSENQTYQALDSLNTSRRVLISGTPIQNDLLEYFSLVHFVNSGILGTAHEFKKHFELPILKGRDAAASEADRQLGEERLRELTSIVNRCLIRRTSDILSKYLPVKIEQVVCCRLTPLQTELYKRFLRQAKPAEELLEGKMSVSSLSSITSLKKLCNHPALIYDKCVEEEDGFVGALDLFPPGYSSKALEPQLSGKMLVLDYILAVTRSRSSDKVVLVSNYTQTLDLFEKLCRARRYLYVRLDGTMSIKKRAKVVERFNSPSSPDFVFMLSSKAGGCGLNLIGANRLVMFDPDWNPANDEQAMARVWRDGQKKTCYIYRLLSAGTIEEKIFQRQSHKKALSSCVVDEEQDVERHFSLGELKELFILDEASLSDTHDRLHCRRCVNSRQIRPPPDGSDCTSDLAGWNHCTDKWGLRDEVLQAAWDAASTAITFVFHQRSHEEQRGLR
E-sel inducer: induces E-selectin expression in human endothelial cells | P16581 | HUVEC E-selectin immunofluorescence imaging; normalized: neutral wells 0, TNF-alpha wells 100 | activation, % at 7.58 µM | 0.37% of 260,000 active | AID 686992;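 active = mean E-selectin-positive cell signal at least 10% of the positive control, reached in at least 60% of replicates, without over 20% cell loss; inconclusive = no rule given, readout overlaps actives, possibly toxicity-flagged; inactive = the rest, including those meeting only one limit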;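 also: in these data hits start at about 27%; measured in HUVEC primary endothelial cells; signal is the percent of cells scored E-selectin positive by PE staining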
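Assay system: HUVEC primary endothelial cells. Input: 3,000 HUVEC seeded per well. Doses: one compound dose added by pin transfer. Read-out basis: % PE-positive cells. Benchmarks: TNF-alpha high, DMSO low. Detection: immunofluorescence imaging. Buffer or medium: EGM-2, gelatin.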
EWS-Fli block: EWS/Fli transcriptional activity inhibition; 0.67% of 350,000 active; inhibition, % at 12.6 µM; AID 651661; A673 NR0B1-luciferase reporter, viability-normalised;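 active = mean inhibition of at least 50% after viability correction, with every replicate also passing that limit; inconclusive = mean reaches 50% but only one of two replicates passes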;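 also: firefly luciferase signal divided by Alamar Blue viability fluorescence both relative to DMSO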
Numbers without * were called inactive; ? = inconclusive; nt = no result given.

entry	Structure	S100A4 inh HTS	E-sel inducer	esBAF inh	EWS-Fli block	FN deposition inh	Xi reactivation	RAD52 inh	RAD54 branch
1	CCS(=O)c1ccccc1C(=O)OCC(=O)Nc1ccc2ccccc2c1 (stereo unspecified)	-2	nt	10	1	-19	-0.1	-25	4
2	O=C(N[C@@H](Cc1ccccc1)C(=O)NCc1ccc(F)cc1)C1CCNCC1	0	nt	-5	2	-11	0.1	-12	-12
3	CC(NC(=O)Cc1ccccc1F)c1ccc(F)cc1 (stereo unspecified)	1	nt	nt	4	-1	0.1	-11	nt
4	O=C1c2ccccc2C(=O)N1c1ccccc1	0	nt	-1	1	nt	nt	-12	-5
5	C[C@H](CS)C(=O)N1CCC[C@H]1C(=O)O	2	-0.2	7	1	0	0.1	-3	-5
6	O=C(NC[C@H]1N[C@H](CO)[C@@H]1c1ccc(-c2cncnc2)cc1)C1CCCC1	-6	-0.1	nt	12	-2	0.1	-21	nt
7	C[C@@H]1CCCCO[C@@H](CN(C)C(=O)Nc2cccc3ccccc23)[C@@H](C)CN([C@H](C)CO)C(=O)c2cc(NC(=O)c3ccccc3)ccc2O1	12	nt	4	3	2	0.0	-2	-2
8	COc1cccc(CNC(=O)[C@@H]2[C@@H](CO)[C@@H]3Cn4c(cccc4=O)[C@H]2N3C(=O)C2CCC2)c1	-9	0.0	1	-3	nt	-0.1	-12	3
9	COc1cccc(CNC(=O)CCC2CCCN(C(=O)c3cc(C4CC4)[nH]n3)C2)c1 (stereo unspecified)	0	nt	nt	-36	-8	0.4	-3	nt
10	COc1ccc(-c2cc(CCCC(=O)N3CCN(c4ccc(OC)cc4)CC3)no2)cc1	0	nt	16	19	2	0.0	-6	5
11	Cc1cc(Nc2ccc(C)c(Br)c2)n2nc(C)nc2n1	3	0.1	-3	-1	3	0.2	-5	7
12	Nc1nc2nc(-c3ccc(F)cc3)cc(C(F)(F)F)n2n1	-1	nt	-1	-3	nt	-0.1	-8	5
13	Cc1ccc(NC(=O)CN(C)C(=O)CSc2ccccc2F)cc1	-2	0.2	nt	1	-1	0.1	-13	-10
14	CCCC(C)c1nnc(NC(=O)COc2ccc3c(c2)OCO3)s1 (stereo unspecified)	-2	-0.1	-5	8	-1	0.0	-7	-7
15	CCCCn1nnc(NC(=S)NC(=O)c2cccs2)n1	-3	nt	nt	-2	-21	0.2	-25	8
16	CCCCNc1c(-c2cccc(-c3cc(C(C)=O)cs3)c2)nc2cc(C)ccn12	nt	0.2	-6	20	5	0.1	nt	3
17	NC(=O)C1CCN(S(=O)(=O)c2cc3c4c(c2)CCN4C(=O)CC3)CC1	3	-0.5	nt	-2	-2	0.1	-11	-1
18	CCOC(=O)C1C(c2cccnc2)NC(=O)NC1(O)C(F)(F)F (stereo unspecified)	0	nt	nt	-7	nt	0.0	-3	nt
19	O=C(Cc1ccncc1)N1CC[C@@H]2[C@H](CO)Nc3ccc(-c4ccccc4F)cc3[C@@H]21	-11	0.0	11	-24	1	0.2	-4	0
20	O=C(COC(=O)CC1CCCC1)Nc1ccc(OC(F)F)cc1	-1	nt	-4	5	7	-0.1	-20	-1
21	O=[N+]([O-])c1cccc(S(=O)(=O)NCCCn2ccnc2)c1	-2	0.3	1	13	-5	0.0	-13	-8
22	Cc1cc2ncn(/N=C/c3ccc(-c4ccccc4)o3)c2cc1C	-3	nt	0	nt	-3	nt	-5	3
23	COc1ccc(NC(=O)Nc2ccc3c(c2)C(=O)N([C@@H](C)CO)C[C@@H](C)[C@@H](CN(C)S(=O)(=O)c2ccccc2)OCCCC[C@@H](C)O3)cc1	-2	nt	9	-8	3	0.0	-10	-1
24	COC(=O)C1=C(C)N(Cc2ccc(Cl)cc2)C(=S)NC1c1ccc(F)cc1 (stereo unspecified)	1	0.2	nt	-3	-6	0.5	-12	nt
25	Cc1ccc(/C=N/NC(=O)c2cccc(S(=O)(=O)Nc3cccc(Cl)c3)c2)o1	-2	1.9	nt	14	-3	-0.9	-11	nt
26	O=C1c2ccccc2C(=O)N1CCCCSc1nc2ccccc2c(=O)n1CCCN1CCOCC1	-9	nt	nt	9	1	0.0	-2	nt
27	CSCCC(NS(=O)(=O)c1ccc(Cl)cc1)C(=O)OCc1cccc(Cl)c1 (stereo unspecified)	-2	nt	0	-9	0	0.0	-13	1
28	COCCSc1nnc(NC(=O)c2ccc(OC)c([N+](=O)[O-])c2)s1	-1	nt	nt	-2	nt	-0.4	7	nt
29	CC1(C(=O)NS(=O)(=O)c2ccc(F)cc2F)CCN1C(=O)Cc1ccc(-c2ccccc2)cc1 (stereo unspecified)	0	0.0	-6	18	-5	0.1	-6	-12
30	CC1CCCC(NC(=O)COC(=O)c2ccc(Br)o2)C1C (stereo unspecified)	-4	-0.1	-3	3	1	0.0	-16	0

Numbers 29 through 30, quoted:
entry	Structure	S100A4 inh HTS	E-sel inducer	esBAF inh	EWS-Fli block	FN deposition inh	Xi reactivation	RAD52 inh	RAD54 branch
29	CC1(C(=O)NS(=O)(=O)c2ccc(F)cc2F)CCN1C(=O)Cc1ccc(-c2ccccc2)cc1 (stereo unspecified)	0	0.0	-6	18	-5	0.1	-6	-12
30	CC1CCCC(NC(=O)COC(=O)c2ccc(Br)o2)C1C (stereo unspecified)	-4	-0.1	-3	3	1	0.0	-16	0

Other entries follow.
entry	Structure	S100A4 inh HTS	E-sel inducer	esBAF inh	EWS-Fli block	FN deposition inh	Xi reactivation	RAD52 inh	RAD54 branch
31	Cc1ccc(NC(=O)C(C)SCc2ccccc2)cc1 (stereo unspecified)	2	nt	29	-60	1	0.3	-7	3
32	O=C(C1CC(=O)N(c2ccc(F)cc2)C1)N1CCCCCC1 (stereo unspecified)	0	nt	-4	-2	1	0.3	-8	-3
33	CCn1c(O)c(/C=N/NC(=O)c2ccncc2)c(=O)n(CC)c1=S	-41	nt	nt	-3	5	0.0	-207	nt
34	Cc1cc(C(=O)OCC(=O)N(C)c2ccccc2)c2ccccc2n1	-11	nt	4	1	-2	-0.5	0	-2
35	COc1cccc(CNC(=O)[C@H]2CCCN2C(=O)[C@H]2CCCN2C(=O)c2ccccc2C(F)(F)F)c1	-4	0.1	nt	-7	5	-0.1	-7	nt
36	CCOc1cc(S(=O)(=O)NCCCN2CCOCC2)ccc1F	-5	nt	nt	2	-2	0.2	-17	0
37	CCOC(=O)CNC(=O)OC1CCN2Cc3ccccc3N=C12 (stereo unspecified)	-7	0.2	-2	3	-3	0.4	2	-12
38	O=C(CCC(=O)NCCO)NCCO	-2	0.0	1	0	-17	0.3	-1	2
39	CC(C)COc1cccc(C(=O)Nc2cc(S(=O)(=O)N3CCOCC3)ccc2N2CCCC2)c1	5	0.8	-2	9	-4	-0.1	-11	10
40	CN(C)C(=O)c1ccc(-c2ccc([C@@H]3[C@@H](CO)N4CCCCN(C(=O)C5CCCC5)C[C@H]34)cc2)cc1	-1	nt	nt	-4	nt	nt	17	-6
41	Cc1ccc(S(=O)(=O)N(C)C[C@@H]2Oc3c(NS(=O)(=O)c4cccs4)cccc3C(=O)N([C@H](C)CO)C[C@@H]2C)cc1	-73	-0.3	0	-4	nt	-0.9	-67	-18
42	Cc1ccc(S(=O)(=O)N(C)C[C@H]2Oc3c(NC(=O)C4CCOCC4)cccc3C(=O)N([C@@H](C)CO)C[C@@H]2C)cc1	-6	1.5	-3	-4	nt	0.1	-1	0
43	CCOc1cc(/C=N/NC(=O)c2ccncc2)ccc1OS(C)(=O)=O	nt	nt	0	nt	-2	0.0	nt	-11
44	CCN(CC)CCNC(=O)c1cc2c(-c3ccc(Cl)cc3)nn(C)c2s1	-4	nt	-28	33	-8	0.0	61*	113*
45	CC(OC(=O)C1=Cc2ccccc2OC1)C(=O)NCC1CCCO1 (stereo unspecified)	-6	nt	6	1	1	0.6	-12	-8
46	CSc1nnc(-c2ccc(Cl)cc2Cl)o1	0	nt	51*	nt	nt	nt	0	-10
47	CCOC(=O)C1CCCN(c2oc(-c3ccc(F)cc3)nc2C#N)C1 (stereo unspecified)	5	3.4	-4	4	5	0.1	-13	-5
48	O=C(Nc1ccc2c(c1)OCCO2)c1ccccn1	-1	3.0	-69	30	0	0.0	-3	6
49	O=C(CSc1n[nH]c(=O)n1-c1cccnc1)Nc1ccccc1Cl	10	0.0	-1	9	2	0.1	0	-2
50	CCc1ccc(-c2nc(SCC(=O)N(CCOC)c3c(N)n(Cc4ccccc4)c(=O)[nH]c3=O)n[nH]2)cc1	-4	-4.3	-4	1	9	0.1	-9	-2
51	COc1ccc(CN2C(=O)CCC2(C)c2nnnn2-c2ccc3c(c2)OCCO3)cc1OC (stereo unspecified)	-2	0.0	nt	-10	-9	0.1	-7	nt
52	C#Cc1ccc(C(=O)NCc2ccc(N3CCCC3=O)cc2)cc1	5	nt	nt	-19	2	0.0	-4	nt
53	CCC(=O)N1CCC1(C)C(=O)Nc1ccccc1 (stereo unspecified)	0	0.2	3	0	-2	0.1	-2	-6
54	CN(C)C(CNC1CC(C)(C)NC(C)(C)C1)c1cccc(F)c1 (stereo unspecified)	-17	nt	5	-5	-4	-0.1	-1	-8
55	CC1(C(=O)N/N=C/c2ccccc2)CC1(Cl)Cl (stereo unspecified)	1	nt	10	-8	1	-0.2	-17	-2
56	C[C@@H]1CCCCO[C@@H](CN(C)C(=O)CCC(F)(F)F)[C@@H](C)CN([C@H](C)CO)C(=O)c2cc(NC(=O)CCC(F)(F)F)ccc2O1	0	nt	2	-3	-9	0.0	-6	-7
57	Cc1ccc(S(=O)(=O)N(C)C)cc1NC(=O)/C=C/c1cccs1	nt	0.6	nt	nt	11	0.0	nt	3
58	Cn1c(SCC(=O)N2CCCC2)nnc1-c1ccc2c(c1)OCO2	3	0.1	2	-9	2	0.1	-11	0
59	Fc1ccccc1COc1ccc(/C=N/n2cnnc2)cc1	nt	-2.3	38	nt	-3	nt	nt	0
60	COC(=O)c1ccc(-n2cnc3ccccc32)nc1	5	?	nt	-2	-2	0.2	-5	nt
61	Cc1ccc(OCc2nnnn2-c2ccccc2)cc1	-4	nt	nt	2	-1	0.1	-15	nt
62	CC(=O)N/C(=C/C(C)C)c1ccccc1	-3	0.1	0	-2	9	0.0	-5	-4
63	CCCNC(=O)[C@@H]1[C@@H](CO)[C@@H]2Cn3c(ccc(-c4ccccc4F)c3=O)[C@H]1N2C(C)=O	10	-0.1	-2	3	nt	0.1	5	10
64	O=C(NCC1CC1)C1Cc2c(-c3cccc(F)c3)ccnc2O1 (stereo unspecified)	3	0.1	2	-2	6	0.4	-18	3
65	Cc1ccc2cc3cc(C(=O)NC4CCCCC4)oc3nc2c1	9	nt	47*	-88	-1	0.1	-15	0
66	COc1ccc(/C=N/NC(=O)C(=O)/C=C2\NC3(CCCC3)Cc3ccccc32)cc1	0	0.9	nt	11	-3	0.1	3	nt
67	CC(C)COc1nc2c(c(=O)n(C)c(=O)n2C)n1C	-48	-0.2	2	7	0	0.2	-6	4

Assay outcomes: PubChem, Broad Institute
